LDHA inh = inhibitors of human lactate dehydrogenase A; activity change, % (values are at about 110 or 230 µM); 480,000 compounds, 0.15% hits; P00338; AID 1347041; purified LDHA, NADH/diaphorase-resazurin fluorescence; stronger effect = lower value; in the data active = activity change below about -30%;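 also: plate controls were DMSO wells for no effect and wells without enzyme for full effect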
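Resorufin fluorescence (ex540/em590), read at 0 and 20 min after diaphorase/resazurin addition, reports the NADH left after a 5 min room-temperature reaction of 2 nM human LDH5 with 0.06 mM NADH and 0.2 mM pyruvate.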
The depositor's hits bear a star. Not all compounds are listed, so the mix of outcomes need not match the whole.

SMILES	LDHA inh
COc1ccc2oc(=O)cc(CN3CCN(Cc4ccc(F)cc4)CC3)c2c1	-5
CC1CCCCC1NC(=O)c1ccc2c(Cl)c3c(nc2c1)CCCC3 (centres undefined)	11
Cc1nn(C)c(C)c1CCC(=O)Nc1nc(-c2ccc(F)c(F)c2)c(C)s1	-15
CC(C(=O)Nc1ccc(OC(F)(F)F)cc1)N1CCN(c2ccc([N+](=O)[O-])c3cnccc23)CC1 (centres undefined)	16
O=C(c1cccc(S(=O)(=O)NC2CC2)c1)N1CCN(c2ccccc2O)CC1	2
CC(C)c1nc2oc3c(=O)n(C)cnc3c2c2c1CCC2	39
N#CCCN(C(=O)Cn1nc(Cc2ccncc2)c2ccccc2c1=O)c1ccccc1	-7
CCCCn1nc(C(=O)N2CCN(c3ccccc3)CC2)c2ccccc2c1=O	-10
O=C(NCc1ccc2c(c1)OCCO2)N1CCN(S(=O)(=O)c2cccc(Cl)c2Cl)CC1	3
COC(=O)[C@]12CCCCC=C1N(Cc1ccccc1)C(=O)[C@H](CC(=O)N1CCCCC1)C2	-4
CCn1c(C)cc(C(=O)CSc2nnc(CN(c3ccccc3)S(C)(=O)=O)n2C)c1C	-24
Cn1nc(C(=O)OCC(=O)Nc2ccc(OC(F)F)cc2)c2ccccc2c1=O	-6
O=C(Cc1ccccc1)Nc1sc2c(c1C(=O)Nc1ccc(Cl)cc1)CCOC2	-4
CCc1ccc(C2=NN(C(=O)Cc3ccc(OC)cc3)C(O)(C(F)(F)F)C2)cc1 (centres undefined)	11
CCNC(=O)Cn1cnc2c(c(C)c(C)n2-c2ccc(Cl)cc2)c1=O	0
CC1(C(=O)NCc2ccccc2)CN(S(C)(=O)=O)CC(=O)N1Cc1cccs1 (centres undefined)	-1
CCOC(=O)c1sc2nc(C)nc(Nc3cccc(C(F)(F)F)c3)c2c1C	-7
Cc1csc2nc(COc3ccc(-c4ccccc4)cc3Cl)cc(=O)n12	0
Cc1ccccc1C(=O)NCCN1CCC(n2c(=O)[nH]c3ccccc32)CC1	4
O=C(O)/C(=C\C=C\c1ccco1)NC(=O)c1ccccc1	9
Cc1ccc(C(=O)C(C#N)C(=O)NC2CCCCC2)c(C)c1 (centres undefined)	10
COc1ccc(CN(C(=O)c2cc(=O)[nH]c3ccc(S(=O)(=O)N4CCOCC4)cc23)C2CC2)cc1	6
N#Cc1ccc(C(=O)NCCc2ccco2)cc1	-10
CCc1nn2c(=O)cc(CNc3cc(F)ccc3F)nc2s1	0
CC(=O)c1cccc(S(=O)(=O)NCCC(=O)NC(C)C)c1	6
CCCCc1ccc(NC(=O)c2nccnc2N)cc1	13
CCOC(=O)N1CCN(C(=O)C[C@@H]2C[C@@]3(C(=O)OC)CC(C)(C)CC=C3N(Cc3ccc4c(c3)OCO4)C2=O)CC1	0
CNC(=O)NC(=O)CNC(c1ccccc1)c1ccccc1	-11
O=C(NC1CCCC1)C1CCCN(C(=O)c2ccc3cc[nH]c3c2)C1 (centres undefined)	-6
CC(C)Nc1nc(-c2ccc(NC(=O)C(C)(C)C)cc2)cs1	-1
CCc1cc2c(=O)c(-c3nncn3-c3ccccc3)coc2cc1OCC(=O)NC(C(=O)O)C(C)C (centres undefined)	22
N#Cc1ccc(COC(=O)c2cccc3cccnc23)cc1	-2
O=C(COCC(=O)Nc1ccc(Oc2ccccc2)cc1)Nc1ccccc1	1
CCC(=O)Nc1c(S(=O)(=O)c2ccc(OC)cc2)c(C)c(C)n1C(C)C	0
CC1(C(=O)Nc2ccc3c(c2)OCCO3)CSCC(=O)N1CC(F)(F)F (centres undefined)	-1
CCCCn1nc(C(=O)Nc2ccc(Cl)cc2)c2ccccc2c1=O	10
Cc1ccc2nc(C(=O)N3CCN(c4ccccc4)CC3)cn2c1	-2
CC1(C(=O)Nc2ccc3c(c2)OCCO3)CN(S(C)(=O)=O)CC(=O)N1CC(F)(F)F (centres undefined)	6
O=C(O)c1cc(Cl)cc(Cl)c1Br	12
O=C1NC[C@H](CCCCN2C[C@H](Cc3ccccc3)N(CCC3CCCCC3)C(=O)C2=O)N(CC2CCCCC2)C1=O	-3
COCCNc1nc2c(c(=O)n(C)c(=O)n2C)n1Cc1cccc(Br)c1	-3
Cc1ccc(OCC(=O)Nc2cccc(-c3nc4cc(C)ccc4o3)c2)cc1	4
O=C(CSc1nc2cc([N+](=O)[O-])ccc2o1)NCCCc1ccccc1	-2
Cc1ccc(/C=C/C(=O)O)cc1	-3
O=c1oc2ccc(Br)cc2cc1-c1ccccc1	-1
Fc1ccccc1CSc1nnc([C@@H]2CCCN2)o1	2
Cc1ncc(CO)c2cc(-c3nc(-c4ccccc4F)no3)c(=O)oc12	4
N#CCCNC(Cc1ccccc1)C(=O)O (centres undefined)	9
CCOc1nc2ccccc2nc1N1CCC(C(=O)NCc2ccc(Cl)cc2)CC1	-5
CC(=O)N(C(C)=O)n1c(C)nc2sc3c(c2c1=O)CCNC3	-9
O=S(=O)(N1CC=C(c2c[nH]c3ccccc23)CC1)N1CCCCC1	-12
Cc1cc(C(=O)NCC#Cc2cccc(C(F)(F)F)c2)c2ccccc2n1	7
Cc1cccc(C)c1NC(=O)C(c1cc2ccccc2o1)N1CCC(c2ccccc2)CC1 (centres undefined)	-6
CCC(CC)=C(C#N)C(=O)NC1CC1	-1
NC(CO)c1ccc2ccccc2c1 (centres undefined)	-4
Cc1cccc(C)c1NC(=O)C1(C)CSCC(=O)N1CCc1ccc(O)cc1 (centres undefined)	7
CN(C)CCCOC(=O)c1ccc(C(C)(C)C)cc1	4
CCN(CC)C(CNS(=O)(=O)c1ccc(C)cc1)c1ccsc1 (centres undefined)	-3
O=C(CCCN1C(=O)NC2(CCCC2)C1=O)N1CCC(c2nc3ccccc3o2)CC1	2
O=C(CCC1CCCC1)NCc1cccnc1	-2
The list goes on:
SMILES	LDHA inh
CC(C)N(Cc1cccc(Cl)c1)S(=O)(=O)c1cnn(C)c1	3
CCNC(=O)c1cc2c(c(-c3cccc(-c4ccccc4F)c3)n1)[C@@H](CCO)N(C(=O)CC)C2	-9
Cc1ccc(-n2cc(C(=O)N3CCC(NC(=O)OC(C)(C)C)CC3)nn2)cc1C	5
CC(C)C/C=N/NC(=O)c1ccccc1	-4
Cc1cc(C)cc(-c2nnc(SCC(=O)N3CCCC3)o2)c1	9
O=c1c2ccccc2c(-c2cccs2)nn1CC(O)COCc1ccccc1 (centres undefined)	-1
Cc1ccc(NC(=O)CCN=C2NS(=O)(=O)c3ccccc32)cc1Cl	8
Cc1cc2n(n1)CCC(=O)N2C(C)C(=O)NCc1ccc(F)cc1 (centres undefined)	9
CCc1c(C)sc(NC(=O)c2ccccc2)c1C#N	3
Cc1cccc(-c2ccc([N+](=O)[O-])cc2CN2CCN(c3ncc(Cc4ccccc4)cn3)CC2)c1	0
NC(=O)c1[nH]ncc1NCc1cccnc1	2
O=c1c2cnc3ncnn3c2ccn1CCc1c[nH]c2ccc(Cl)cc12	3
COc1cc(Nc2nc3ccccc3nc2C(=O)OCC(C)C)cc(OC)c1	6
COC(=O)c1ccc(COc2ccc(/C=C/c3nc4c(ccc5ccccc54)s3)cc2)cc1	8
Cc1cc(C)nc(Nc2nc(C)c3ccccc3n2)n1	0
COc1ccc(C(=O)Nc2ccc(Cl)cc2C(=O)N2CCCCCC2)cc1	-13
Cc1ccc(C(=O)Nc2ccc(-c3nc4ccc(C)cc4s3)cc2)c(C)c1	9
Cc1ccc2oc(-c3ccc(NC(=O)c4cc([N+](=O)[O-])ccc4N4CCOCC4)cc3)nc2c1	5
Cn1nc(C(=O)Nc2cc(-c3cccc(Cl)c3)no2)c2c1-c1ccccc1OC2	-2
Fc1ccc(-c2noc(-c3ccccc3)n2)cc1	-18

20 entries from above, with the structure last.
| LDHA inh | compound |
| --- | --- |
| 3 | CC(C)N(Cc1cccc(Cl)c1)S(=O)(=O)c1cnn(C)c1 |
| -9 | CCNC(=O)c1cc2c(c(-c3cccc(-c4ccccc4F)c3)n1)[C@@H](CCO)N(C(=O)CC)C2 |
| 5 | Cc1ccc(-n2cc(C(=O)N3CCC(NC(=O)OC(C)(C)C)CC3)nn2)cc1C |
| -4 | CC(C)C/C=N/NC(=O)c1ccccc1 |
| 9 | Cc1cc(C)cc(-c2nnc(SCC(=O)N3CCCC3)o2)c1 |
| -1 | O=c1c2ccccc2c(-c2cccs2)nn1CC(O)COCc1ccccc1 (centres undefined) |
| 8 | Cc1ccc(NC(=O)CCN=C2NS(=O)(=O)c3ccccc32)cc1Cl |
| 9 | Cc1cc2n(n1)CCC(=O)N2C(C)C(=O)NCc1ccc(F)cc1 (centres undefined) |
| 3 | CCc1c(C)sc(NC(=O)c2ccccc2)c1C#N |
| 0 | Cc1cccc(-c2ccc([N+](=O)[O-])cc2CN2CCN(c3ncc(Cc4ccccc4)cn3)CC2)c1 |
| 2 | NC(=O)c1[nH]ncc1NCc1cccnc1 |
| 3 | O=c1c2cnc3ncnn3c2ccn1CCc1c[nH]c2ccc(Cl)cc12 |
| 6 | COc1cc(Nc2nc3ccccc3nc2C(=O)OCC(C)C)cc(OC)c1 |
| 8 | COC(=O)c1ccc(COc2ccc(/C=C/c3nc4c(ccc5ccccc54)s3)cc2)cc1 |
| 0 | Cc1cc(C)nc(Nc2nc(C)c3ccccc3n2)n1 |
| -13 | COc1ccc(C(=O)Nc2ccc(Cl)cc2C(=O)N2CCCCCC2)cc1 |
| 9 | Cc1ccc(C(=O)Nc2ccc(-c3nc4ccc(C)cc4s3)cc2)c(C)c1 |
| 5 | Cc1ccc2oc(-c3ccc(NC(=O)c4cc([N+](=O)[O-])ccc4N4CCOCC4)cc3)nc2c1 |
| -2 | Cn1nc(C(=O)Nc2cc(-c3cccc(Cl)c3)no2)c2c1-c1ccccc1OC2 |
| -18 | Fc1ccc(-c2noc(-c3ccccc3)n2)cc1 |

Further compounds follow.
SMILES	LDHA inh
N#Cc1c(/N=C/c2cccc(Br)c2)sc2c1CCCC2	16
CCc1cccc2c(C(=O)O)cc(-c3ccnn3CC)nc12	-6
Cn1c(=O)c(C(=O)Nc2ccc(Cl)c(C(F)(F)F)c2)nc2ccccc21	2
COC(=O)c1ccc(CNC(=O)c2ccccc2C(F)(F)F)cc1	-1
C=CCNCc1ccc(Cl)c(Cl)c1	1
Cc1ccc(NC(=O)CSc2ncc(-c3ccc(F)cc3)o2)c(C)c1	-1
CC(C(=O)NCc1ccccc1Cl)N(c1ccccc1)S(C)(=O)=O (centres undefined)	4
CCOc1nc2ccccc2nc1N1CCC(C(=O)Nc2cccc3ccccc23)CC1	27
CCN(C(=O)c1cccs1)c1ccccc1	4
Cc1oc(-c2ccccc2)nc1CC(=O)N1CCC(CC(N)=O)CC1	7
CCNc1c(NC(=O)c2cc(Cl)ccc2OC)c(=O)oc2ccccc12	-11
CN(C)c1ccc(-c2nc3cnccn3c2NC2CCCC2)cc1	2
CO[C@H]1CN(C)C(=O)c2ccc(NC(=O)C3CCC3)cc2OC[C@H](C)N(Cc2ccccn2)C[C@@H]1C	-3
CNC(=O)c1c(NC(=O)c2nn(-c3ccc(Cl)cc3)ccc2=O)sc2c1CCCC2	-12
CCCn1nc(C(=O)N(C)C(C)c2ccc(F)c(F)c2)c2ccccc2c1=O (centres undefined)	-7
CC(=O)c1ccc(OC(=O)C23CC4CC(CC(Cl)(C4)C2)C3)cc1	2
COc1cccc2cc(-c3nnc(SCC(=O)c4ccc(F)cc4)n3C)oc12	5
CC(=O)C(C(C)=O)=C1SCCCS1	6
CCOc1cc(C(=O)N2CCN(C(=O)OC(C)(C)C)CC2)ccc1OC	-1
O=C(CSc1nnc(NC2CC2)s1)Nc1ccc(Cl)cc1	6
COc1ccccc1Nc1ncnc2c1cnn2-c1cccc(Cl)c1	0
COC(=O)c1nc(-c2ccc(F)cc2)no1	0
CC(NC(=O)c1ccc(C(C)(C)C)cc1)C1CC1 (centres undefined)	10
CC(O)CNc1nc2c(c(=O)n(C)c(=O)n2C)n1Cc1ccc(Br)cc1 (centres undefined)	-1
O=c1oc2cc(O)ccc2cc1-c1nnc(Nc2ccc(Cl)cc2)s1	2
N#C/C(=C/c1ccc(N(c2ccccc2)c2ccccc2)cc1)C(=O)Nc1cccc(C(F)(F)F)c1	0
O=C(Nc1cnc2ccccc2c1)c1ccc(Cl)cc1Cl	4
O=C(/C=C/c1c(Cl)cccc1Cl)c1ccc(OC(F)F)cc1	9
Cc1cc(OC(=O)c2cccc(C)c2C)ccc1C(C)C	6
CC(=O)Nc1sc2c(c1-c1nc3ccccc3s1)CCSC2	5
O=C(Nc1ccc(F)cc1F)Nc1ncc(Cl)cc1Cl	5
CC1CCC(NC(=O)CN2CCC(c3nc4ccccc4o3)CC2)CC1 (centres undefined)	3
c1ccc(COc2cccc(CNCCc3c[nH]c4ccccc34)c2)cc1	14
CC1(C)CC(=O)C2=C(C1)Nc1[nH]n(-c3ccccc3)c(=O)c1C2c1ccc(Cl)cc1 (centres undefined)	2
CCN1CCN(c2ccc3cc(S(=O)(=O)N4CCOCC4)ccc3n2)CC1	20
O=C(Cn1c(=O)c2c(ncn2Cc2ccccc2)n(Cc2ccccc2)c1=O)Nc1ccccc1F	10
Cc1ccc(NC(=O)/C=C/c2cccs2)cc1C	9
O=C1CN(C(=O)Cn2ccc3c(Br)cccc32)CCN1	5
CC(C)c1noc(CN2CCC(NC(=O)c3cnn(C)c3)CC2)n1	4
CC(C)C(NC(=O)c1cnn(C)c1)c1ccc(F)cc1 (centres undefined)	2
CC(C)CCNc1nc2ccccc2nc1NS(=O)(=O)c1ccc(F)cc1	-4
C[C@@H]1CC2=C(C(=O)OC(C)(C)O2)[C@H](c2ccc(Cl)cc2)O1	-1
CCNc1c(NC(=O)Nc2ccc(Cl)cc2)c(=O)oc2ccccc12	14
COCCn1cnnc1SC(C)c1ccccc1Cl (centres undefined)	1
Fc1ccc(-c2cnc(COc3ccc(-c4nnco4)cc3)o2)cc1	0
CCn1nc(C(=O)NCc2cc3ccccc3[nH]2)c2ccccc2c1=O	9
CCCCOc1cccc(-c2cc(C(=O)O)c3ccccc3n2)c1	0
